# HUVEC prolif 384 – blocks proliferation of human endothelial cells | 86,000 compounds, 1.1% hits | AID 648 | HUVEC proliferation, CellTiter-Glo luminescence, 72 h; active compounds read low | viability, % at 10 µM (by protocol);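 active = viability at or below 30%; inactive = viability above 30%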;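 note: 100% = median luminescence of DMSO-only cell control wells on each plate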
# Smad3 inh – Smad3 (human) transcription factor binding inhibition. AID 630. 88,000 compounds, 0.29% hits. P84022. TR-FRET Smad3/Dy647-FoxH1 peptide binding, europium anti-His. inhibition, % at 25 µM;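 active = compounds that reduce the energy-transfer binding signal between the protein and its labelled peptide by more than half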;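 note: 0% = Smad3 plus labelled peptide maximal FRET and 100% = peptide-only background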
# TNFa cytotox – toxic to HUVEC cells under TNF alpha stimulation | AID 848 | HUVEC TNFalpha-stimulated, Hoechst cell count, imaging | 93,000 compounds, 0.17% hits | cell count reduction, % at 2 µM;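 active = cell count reduction exceeding the screen mean by over 5 SD, scaled to untreated wells per plate, cut at about 78% in these data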;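 note: cells counted after 24 h of TNF alpha exposure following the 1 h pretreatment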
# Pyk2 oligo antag – antagonists of human Pyk2 oligomerization; Q14289; z-score (the deposit names both 25 µM and 10 µM); 99,000 compounds, 0.83% hits; Q293 cells, Pyk2 FERM NanoBiT luminescence; active compounds read low;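 active = Z-score of -3 or lower, scaled per plate to the spread of control and sample wells; inactive = z-score above -3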;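 note: negative z-score means lost luminescence so less FERM oligomerization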
# Target sequence (Q14289 whole entry, looked up): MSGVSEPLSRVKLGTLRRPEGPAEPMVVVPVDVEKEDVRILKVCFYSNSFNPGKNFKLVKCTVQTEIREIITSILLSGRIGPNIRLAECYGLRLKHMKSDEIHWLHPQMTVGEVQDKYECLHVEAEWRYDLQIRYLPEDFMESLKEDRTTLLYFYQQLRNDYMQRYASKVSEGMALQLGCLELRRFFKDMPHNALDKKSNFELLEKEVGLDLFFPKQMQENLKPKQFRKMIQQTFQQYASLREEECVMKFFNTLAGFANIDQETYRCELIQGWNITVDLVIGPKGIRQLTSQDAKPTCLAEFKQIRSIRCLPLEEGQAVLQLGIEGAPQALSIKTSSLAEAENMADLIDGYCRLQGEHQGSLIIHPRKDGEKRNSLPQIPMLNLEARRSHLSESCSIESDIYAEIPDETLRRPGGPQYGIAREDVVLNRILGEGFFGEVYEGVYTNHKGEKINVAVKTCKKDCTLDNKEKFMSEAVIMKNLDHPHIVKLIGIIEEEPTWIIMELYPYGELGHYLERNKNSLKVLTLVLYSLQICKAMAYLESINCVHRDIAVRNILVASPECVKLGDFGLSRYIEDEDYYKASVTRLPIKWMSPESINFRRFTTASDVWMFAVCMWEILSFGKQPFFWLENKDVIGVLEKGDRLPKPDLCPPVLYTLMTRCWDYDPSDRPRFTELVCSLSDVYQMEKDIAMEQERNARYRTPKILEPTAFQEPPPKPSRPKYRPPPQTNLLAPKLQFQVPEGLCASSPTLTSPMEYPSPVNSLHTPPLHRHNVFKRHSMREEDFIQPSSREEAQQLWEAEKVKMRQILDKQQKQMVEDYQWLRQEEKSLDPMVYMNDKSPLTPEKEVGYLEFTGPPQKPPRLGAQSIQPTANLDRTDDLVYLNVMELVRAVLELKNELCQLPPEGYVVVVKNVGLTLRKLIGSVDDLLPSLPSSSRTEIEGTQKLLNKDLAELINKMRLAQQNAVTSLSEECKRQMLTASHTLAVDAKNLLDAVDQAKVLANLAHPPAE
# IL1B cytotox – HUVEC cytotoxicity counter-screen, IL-1B stimulated; cell count reduction, % at 2 µM; HUVEC cell count loss, Hoechst imaging; 94,000 compounds, 0.41% hits; AID 845;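 active = cell count reduction more than 3 SD above the screen-wide mean, cut at about 70% in these data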;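 note: normalized per plate to untreated control cells as the no-loss baseline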
# cytoskel mod – modifiers of cytoskeleton assembly. 91,000 compounds, 0.18% hits. AID 836. inhibition, % at 2 µM. HUVEC TNFa F-actin phalloidin imaging, high content;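 active = inhibition above the batch mean plus 3 SD and confirmed as a hit by visual image inspection, cut at about 30% in these data, passing the limit was not always enough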; note: strong numbers were not always called active
# Lung fibro prol – blocks proliferation of human lung fibroblasts; viability, % at 10 µM; AID 719; LL 47 human lung fibroblast viability, ATP luminescence; active compounds read low; 85,000 compounds, 1.1% hits;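 active = viability at or below 50% in the single dose screen; inactive = viability above 50%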;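 note: compound exposure lasted 72 h before the ATP readout; 100% = median luminescence of untreated cell-only wells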
#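 test system = LL 47 human lung fibroblasts | amount = 1,150 fibroblasts seeded per well | medium = 15% FBS in IMEM | times = overnight cell rest, 72 h compound treatment at 37 °C | measured by = CellTiter-Glo luminescence measuring cellular ATP | read-out = viability percentage against median untreated-cell control | benchmarks = cell-only wells, no compound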
# H69AR growth 86K – growth inhibitors of human H69AR lung tumor cells; H69AR lung tumor viability, ATP luminescence, 72 h; active compounds read low; viability, % at 10 µM; 85,000 compounds, 6% hits;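 active = viability at or below 40%; inactive = viability above 40%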;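 note: multidrug resistant small cell line overexpressing MRP-1 efflux transporter; 100% = mean luminescence of untreated control wells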
# VCAM1 TNFa inh – reduces TNF alpha induced VCAM1 expression in HUVEC; HUVEC TNFa-induced VCAM-1 immunofluorescence, high-content imaging; inhibition, % at 2 µM; 95,000 compounds, 0.48% hits;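 active = inhibition above the batch mean plus 3 SD, with images confirmed as a hit by eye, cut at about 37% in these data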;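 note: 0% = TNF-stimulated DMSO wells and 100% = unstimulated control wells; not every result past the cut was called active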
# The depositor's hits bear a star; x = not tested or not shown; [ ] = another dose, or the depositor's remark. A portion of the library; the hit share may differ from the screen's.
mol,HUVEC prolif 384,Smad3 inh,TNFa cytotox,Pyk2 oligo antag,IL1B cytotox,cytoskel mod,Lung fibro prol,H69AR growth 86K,VCAM1 TNFa inh
Cc1nc2c(C(=O)NCc3ccc4c(c3)OCO4)c[nH]n2c(=O)c1Cc1ccccc1F,80,-15[fluorescence artefact?],-3,-0.01,x,-10,90,89,2
COc1ccc2oc(=O)c(C(=O)N3CCN(c4ccc(F)cc4)CC3)cc2c1,107,-2,-10,1.3,11,-2,102,85,6
COc1ccc(CC(=O)N2CCN(c3ccccn3)CC2)cc1OC,96,4,-8,2.1,-4,1,99,84,-2
CC1=C(C(=O)N2CCOCC2)C(c2ccccc2F)C2=C(CC(C)(C)CC2=O)N1 (stereo not drawn),x,x,-1,-0.77,-4,-38,x,x,-11
O=C(Nc1ccccc1)C1CCN(c2nccs2)CC1,93,1[fluorescence artefact?],1,0.27,-26,24,101,85,-25
CCc1ccc(S(=O)(=O)NCc2cn3cccc(C)c3n2)s1,x,x,-25,-0.08,3,-11,x,x,-8
CCOC(=O)CC1(C)NC(=O)c2c(C)sc(C(=O)OCC)c2N1 (stereo not drawn),96,2,x,0.01,-11,-6,97,74,x
O=C(CSc1nnc(-c2ccco2)o1)NCC(=O)c1ccccc1,97,9[fluorescence artefact?],x,0.11,-37,6,97,92,17
N#Cc1nc(-c2ccc(OCc3ccc(Cl)cc3)cc2)oc1NCCCn1ccnc1,97,-1,-7,-0.03,-5,-1,92,87,-16
Cc1ccc(-c2oc3ccccc3c(=O)c2O)cc1,64,6,x,x,x,x,63,46,x
CCOC(=O)c1c(NC(=O)CSc2ncn[nH]2)sc(C)c1C,86,1,x,-0.85,-2,x,87,84,x
Cc1ccc2c(c1Br)/C(=N/N1C(=O)c3ccccc3C1=O)C(=O)N2,x,x,1,-0.1,-37,7,x,x,16
O/N=C1/CCc2cccc3cccc1c23,53,-6,-24,-0.17,-78,x,101,88,-23
CC1CCN(C(=O)COC(=O)c2cc(Cl)cc(Cl)c2N)CC1,112,-1,-6,0.16,0,10,110,84,5
C/C(=N\NS(=O)(=O)c1ccc(Cl)cc1)c1ccc(O)cc1,x,x,4,0.67,-51,5,x,x,18
CCOc1ccc2nc(NC(=O)c3cnccn3)sc2c1,90,3,-35,-0.35,-28,15,90,70,4
Cc1cccc(-c2nc(CS(=O)CC(=O)N3CCCCC3)c(C)o2)c1 (stereo not drawn),95,9[fluorescence artefact?],x,x,x,x,104,87,x
CCN(CC)c1cccc(OC2=NS(=O)(=O)c3ccccc32)c1,77,-5,-2,-0.45,44,-12,95,70,0
COc1ccc(NC(=O)CCCN2C(=O)CCC2=O)cc1Cl,98,7,-8,-1.3,-19,-8,96,96,-7
Cc1sc(NC(=O)COc2cccc(-n3cnnn3)c2)c(C#N)c1C,107,5[fluorescence artefact?],11,-0.06,13,7,101,96,-13
C/C=C/C(=O)Nc1ccccc1Br,108,-5,-34,0.87,x,14,104,85,-7
O=C(NCc1ccc2c(c1)OCO2)c1ccc2c(c1)C(=O)N(Cc1cccnc1)C2=O,95,-1,-4,0.3,22,-10,100,111,28
Cc1ccc(S(=O)(=O)N2CCN(S(=O)(=O)N3CCCCC3)CC2)c(C)c1,93,-5,6,-0.61,28,-7,104,72,21
Cc1ccc2[nH]c3c(=O)n(CCCN4CCOCC4)cnc3c2c1,75,19,-19,-0.21,-6,6,94,86,1
O=C1OC(Nc2ccc3c(c2)OCO3)c2ccccc21 (stereo not drawn),56,5,-26,1.3,-18,4,49*,16*,26
CC(C)CCOc1ccc(-c2c(=O)n(OCc3ccc([N+](=O)[O-])cc3)c3ccccc3[n+]2[O-])cc1,x,x,x,-0.91,-4,17,x,x,-24
Cc1nc(C(=O)Nc2cccc(Cl)c2Cl)nn1-c1cc(OC(C)C)c(Cl)cc1Cl,x,x,-9,0.1,-40,0,x,x,2
Cc1cccc(NC(=O)c2cnc3scc(C)n3c2=O)c1,83,-10,-6,x,-9,-15,95,88,-2
COc1ccc(CCn2nnc(-c3ccc(NC(C)=O)c(Cl)c3)n2)cc1,82,4,-14,0.11,-10,4,108,96,12
O=C(CNc1cccc2ccccc12)N/N=C/C(Br)=C/c1ccccc1,47,1,-2,-1.9,3,4,81,25*,5
COc1ccc(OC)c(S(=O)(=O)n2cccn2)c1,96,4,-24,-0.02,-17,-2,98,83,9
COc1ccc(CCNC(=O)c2ccccc2NC(=O)c2ccco2)cc1OC,94,1,-14,-0.03,10,6,96,55,-21
O=C(CN1CCC(n2nnc3ccccc32)CC1)Nc1ccc2c(c1)CCC2,106,2[fluorescence artefact?],2,-0.05,-30,-3,101,80,-62
CCOC(=O)CSc1nc2c(c(=O)n1-c1ccc(OCC)cc1)SCC2,96,9,-13,0.22,29,9,97,97,6
COC(=O)Cn1c(CN2CCN(c3ccc(F)cc3)CC2)nc2c1c(=O)n(C)c(=O)n2C,115,-3,-4,x,-3,-5,94,91,11
COCCNc1oc(-c2ccc(F)cc2)nc1C#N,99,3,-9,0.52,-23,-27,103,94,24
COc1ccccc1C1CN=NC12CCCc1ccccc1C2=O (stereo not drawn),x,x,2,-0.34,-7,21,x,x,2
C=C(C)CSc1nc(N)cc(=O)[nH]1,100,-15,x,0.01,x,x,103,85,x
O=C(CSc1nc(-c2ccccc2)nc2c1Cc1ccccc1O2)Nc1ccccc1,102,3,-31,x,-7,3,99,98,17
O=C(COc1ccc2ccccc2c1Br)N1CCN(c2ccccn2)CC1,77,6,-1,-1.3,-16,6,104,81,24
COc1ccc(CCNC(=O)CN(c2ccc(OC)c(OC)c2)S(C)(=O)=O)cc1,100,-1,44,0.39,-26,9,97,87,-12
CS(=O)(=O)N1CCN(C(=O)c2cccnc2)CC1,87,4,-18,0.45,0,48,97,98,-1
c1ccc(CNc2ncnc3nc[nH]c23)nc1,93,8,7,x,12,-1,90,98,12
CCOC(=O)c1c(-c2ccc(C)o2)csc1NC(=O)COC(=O)c1ccc(NC(N)=O)cc1,x,x,-6,-1.1,5,-26,x,x,-8
O=C(CSCc1cccc(Cl)c1)NCc1ccc2c(c1)OCO2,92,-16,-12,0.88,-28,12,97,87,13
c1ccc(CCNc2ncnc3scc(C4COc5ccccc5O4)c23)cc1 (stereo not drawn),87,7,-4,-2.1,4,-6,97,28*,-3
CCOc1ccc(Cc2nc(C)c(CC(=O)N3CCCCC3)c(=O)[nH]2)cc1,112,-8,-8,0.61,-23,12,105,94,-4
CN1C(=O)C(O)(C2COC(C)(C)CC2=O)c2ccccc21 (stereo not drawn),92,7,-30,-0.11,-9,12,99,65,-12
CCCCn1c(SCC(=O)Nc2ccc3c(c2)OCO3)nc2c1c(=O)n(C)c(=O)n2C,92,-1,4,-0.78,-14,-12,106,88,-27
Cc1[nH]nc2c1C1(CCN(C(=O)c3ccccc3)CC1)C(C#N)=C(N)O2,x,x,-11,-0.12,-6,-7,x,x,10

# Next section.
mol,HUVEC prolif 384,Smad3 inh,TNFa cytotox,Pyk2 oligo antag,IL1B cytotox,cytoskel mod,Lung fibro prol,H69AR growth 86K,VCAM1 TNFa inh
CCOC(=O)/C(C(N)=NCCCO)=C(/O)c1ccccc1,94,8,-11,0.5,-16,7,100,101,-3
COCCNC(=O)CSc1nc(-c2ccccc2)cs1,102,-4,4,0.13,-8,-1,108,107,12
Cn1c(NCc2ccco2)nc2c1c(=O)n(Cc1ccc(Br)cc1)c(=O)n2C,77,-7,-9,-1.3,-16,2,86,95,12
CCCCc1nc2ccccc2c(=O)n1NC(=O)c1c(O)c2c(n(CC(C)C)c1=O)CCCC2,113,3,x,-0.58,x,x,76,9.7*,x
CCOC(=O)c1cc(C)sc1NC(=O)c1ccc(Cl)s1,112,5,-9,-0.23,8,-13,115,96,12
Cc1cc(C)n(-c2nnc3n2N=C(c2c[nH]c4ccccc24)CS3)n1,58,8,-16,-0.21,-25,-46,55,17*,17
CCCCn1cc(SCC(=O)O)c2ccccc21,96,-10,-9,1.6,-16,6,x,109,-16
Cc1ccc2nc(SCC(=O)c3cc(C)n(C)c3C)[nH]c2c1,93,-3,-36,-0.1,-11,11,101,103,8
CSc1cccc(NC(=O)/C=C/c2ccc(Cl)cc2)c1,x,x,-34,-1.9,-24,-19,x,x,-20
COc1cc(/C=N/NC(=O)c2ccoc2C)cc(OC)c1OC,x,x,13,-0.16,18,-37,x,x,-2
CCOC(=O)C1=C(C)Nc2nc(=S)[nH]n2C1c1ccc(Cl)cc1 (stereo not drawn),89,-6,8,-0.99,3,-28,91,89,3
Cc1oc2cc(OCC(=O)O)ccc2c(=O)c1Oc1ccccc1,101,-14,4,1.4,6,-9,105,98,11
O=C(Cn1cc2c(n1)CCCCC2)NCCCN1CCOCC1,111,-11,x,x,x,x,96,96,x
CCN(CC)CCSc1nc(O)c(C(C)C)c(=O)[nH]1,98,11,-19,-0.37,-35,6,106,102,4
Cc1cc2c(=O)n(NC(N)=O)c(C)nc2s1,103,-6,-32,0.54,-26,4,102,102,9

# In the list so far, 8 contain a thiophene ring, fused or not.
mol,HUVEC prolif 384,Smad3 inh,TNFa cytotox,Pyk2 oligo antag,IL1B cytotox,cytoskel mod,Lung fibro prol,H69AR growth 86K,VCAM1 TNFa inh
CCc1ccc(S(=O)(=O)NCc2cn3cccc(C)c3n2)s1,x,x,-25,-0.08,3,-11,x,x,-8
CCOC(=O)CC1(C)NC(=O)c2c(C)sc(C(=O)OCC)c2N1 (stereo not drawn),96,2,x,0.01,-11,-6,97,74,x
CCOC(=O)c1c(NC(=O)CSc2ncn[nH]2)sc(C)c1C,86,1,x,-0.85,-2,x,87,84,x
Cc1sc(NC(=O)COc2cccc(-n3cnnn3)c2)c(C#N)c1C,107,5[fluorescence artefact?],11,-0.06,13,7,101,96,-13
CCOC(=O)c1c(-c2ccc(C)o2)csc1NC(=O)COC(=O)c1ccc(NC(N)=O)cc1,x,x,-6,-1.1,5,-26,x,x,-8
c1ccc(CCNc2ncnc3scc(C4COc5ccccc5O4)c23)cc1 (stereo not drawn),87,7,-4,-2.1,4,-6,97,28*,-3
CCOC(=O)c1cc(C)sc1NC(=O)c1ccc(Cl)s1,112,5,-9,-0.23,8,-13,115,96,12
Cc1cc2c(=O)n(NC(N)=O)c(C)nc2s1,103,-6,-32,0.54,-26,4,102,102,9

# 3 structures from above, ordered by number of heavy atoms, falling.
mol,HUVEC prolif 384,Smad3 inh,TNFa cytotox,Pyk2 oligo antag,IL1B cytotox,cytoskel mod,Lung fibro prol,H69AR growth 86K,VCAM1 TNFa inh
COc1cc(/C=N/NC(=O)c2ccoc2C)cc(OC)c1OC,x,x,13,-0.16,18,-37,x,x,-2
CCN(CC)CCSc1nc(O)c(C(C)C)c(=O)[nH]1,98,11,-19,-0.37,-35,6,106,102,4
Cc1cc2c(=O)n(NC(N)=O)c(C)nc2s1,103,-6,-32,0.54,-26,4,102,102,9

# From PubChem BioAssay
